# CXXC DNA block – qHTS Fluorescence Polarization Assay for Inhibitors of MLL CXXC domain - DNA interaction; MLL-CXXC / FITC-HOXA9 DNA fluorescence polarization; Histone-lysine N-methyltransferase 2A (Homo sapiens), Q03164; AID 2662, 2010; hit rate 0.037% among 290,000; Potency, µM (series often up to 115 µM), inactives show at the top dose activity change, negative = inhibition, actives largely listed as inhibitors; active means well fitted inhibition curve with a large enough effect in the polarisation, with a control signal flat, not every such curve was filed as active; inconclusive means small, poorly fitted or top-dose-only effect, or effect the other way, or a change in a side signal; inactive means no such curve, though single readings can be large or run the other way; the % refers to the polarisation; further: potency means the concentration at half of the fitted maximal effect
#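 Fluorescence polarization: 7 uM MLL-CXXC (stock) preincubated 5 min with compounds, then 50 nM fluorescein-HOX-A9 DNA (stock) added; 30 min ambient. Buffer 50 mM Tris-HCl pH 7.5, 50 mM NaCl, 1 mM DTT, 0.05% BSA.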
# MBNL1 CUG block – qHTS Assay for Inhibitors of MBNL1-poly(CUG) RNA binding; TR-FRET MBNL1-His/biotin-(CUG)12 binding, 665/545 ratio; Potency, µM (top dose mostly 57.5 µM), for the others: at the highest dose activity change, negative = inhibition, most hits filed as inhibitors; hit rate 0.036% among 280,000; active means well fitted inhibition curve with a large enough effect in the signal ratio, with a control signal flat, not every such curve was filed as active; inconclusive means small, poorly fitted or top-dose-only effect, or effect the other way, or a change in a side signal; inactive means no such curve, though single readings can be large or run the other way; the % refers to the signal ratio; further: potency means the concentration at half of the fitted maximal effect; on the % scale 0 is the no-effect control and ±100 the full control effect
#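 Compounds (final 92 nM to 58 uM) are added to His-tagged MBNL1 and biotin-(CUG)12, then terbium anti-His antibody and streptavidin-XL665 (5 nM final). After 60 min at room temperature, the 665/545 nm ratio is read.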
# ASM inhibitor – Inhibitors of Secretory Acid Sphingomyelinase (S-ASM): qHTS; Sphingomyelin phosphodiesterase (Homo sapiens), P17405; placental ASM, HMU-PC fluorogenic substrate, 60 min; Potency, µM (highest dose often 57.5 µM), inactives show at the top dose activity change, negative = inhibition, most hits filed as inhibitors; hit rate 0.006% among 340,000; AID 504937, 2011; further: potency means the concentration at half of the fitted maximal effect
#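 Fluorogenic HMU-PC substrate (9 uM final) is turned over by placental ASM in 60 min at 37 C after a 10 min compound preincubation. Reaction ended by alkaline stop (pH 10), with fluorescence read at 386/447 nm.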
# a7 integrin act – qHTS for Activators of Integrin-Mediated Alleviation for Muscular Dystrophy; alpha7betagal myoblasts, beta-gal FDG fluorescence, 48 h; Potency, µM (titrated, usually from 38.3 µM), for inactives: at the top dose activation, most hits filed as activators; hit rate 0.064% among 350,000;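 further: potency means the concentration at half of the fitted maximal effect; 100% = response of the positive control SU9516; nearly all actives have a fitted effect of over 60% in size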
#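 alpha7betagal+/- myoblasts (passage 13, 250/well) treated 48 h at 37C with compounds at 1:260 dilution of DMSO stock. Lysed, then beta-galactosidase activity read as FDG fluorescence (ex 480/em 540) after 30 min, with pre-read for autofluorescence.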
# Menin MLL FP TR – qHTS Assay for Inhibitors Targeting the Menin-MLL Interaction in MLL Related Leukemias: Competition With Texas Red Labeled MLL-derived Mutant Peptide; O00255; Potency, µM (doses to about 61.6 µM), for the others: top-dose FP activity change, negative = inhibition, usual class: inhibitors; Menin + Texas Red MLL mutant peptide, fluorescence polarization; hit rate 0.23% among 270,000; active means well fitted inhibition curve with a large enough effect in the polarisation, with a control signal flat, not every such curve was filed as active; inconclusive means small, poorly fitted or top-dose-only effect, or effect the other way, or a change in a side signal; inactive means no such curve, though single readings can be large or run the other way; the % refers to the polarisation; further: potency means the concentration at half of the fitted maximal effect; % of control where 0% means no effect; many of its hits are not listed in these tables
# Target sequence (O00255 whole entry, looked up): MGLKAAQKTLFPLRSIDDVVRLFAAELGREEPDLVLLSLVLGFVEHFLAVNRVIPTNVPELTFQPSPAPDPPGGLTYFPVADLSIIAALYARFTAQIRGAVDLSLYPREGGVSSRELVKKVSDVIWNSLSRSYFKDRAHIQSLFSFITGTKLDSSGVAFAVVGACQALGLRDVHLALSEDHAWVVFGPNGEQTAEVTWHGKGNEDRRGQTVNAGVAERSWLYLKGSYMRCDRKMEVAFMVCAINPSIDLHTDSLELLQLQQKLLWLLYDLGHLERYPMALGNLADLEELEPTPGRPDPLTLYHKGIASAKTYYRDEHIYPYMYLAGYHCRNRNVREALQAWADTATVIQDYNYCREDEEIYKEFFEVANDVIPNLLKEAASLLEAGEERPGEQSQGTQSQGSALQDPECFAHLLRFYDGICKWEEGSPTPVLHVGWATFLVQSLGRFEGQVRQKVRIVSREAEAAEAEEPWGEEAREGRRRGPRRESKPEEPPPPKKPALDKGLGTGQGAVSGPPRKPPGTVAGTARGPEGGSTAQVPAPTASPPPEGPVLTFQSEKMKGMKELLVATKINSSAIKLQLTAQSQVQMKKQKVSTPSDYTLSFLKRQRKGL
# A-T KAP1 phos – qHTS Assay for Identifying a Potential Treatment of Ataxia-Telangiectasia | […] A-T fibroblasts, KAP-1 phosphorylation AlphaLISA; neocarzinostatin DNA damage 30 min before lysis | Potency, µM (highest dose often 57.5 µM), inactives show at the highest dose activation, most hits filed as activators | hit rate 0.19% among 320,000; further: potency means the concentration at half of the fitted maximal effect; % of control where 0% means no effect; nearly all actives have a fitted effect of over 45% in size
#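 hTERT-immortalized A-T patient fibroblasts ([…]), 500 cells/well in OPTI-MEM, 1% FBS, got compounds for 60 min, then NCS for 30 min at 37C. Lysates were then assayed for phospho-KAP-1 by AlphaLISA (anti-pKAP1 donor, anti-KAP1 acceptor beads), 6 hr at 25C.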
# TCR activator – Activators of T cell receptors: qHTS campaign. 330,000 tested, under 10 active. primary human leukocytes, anti-CD3, IL-2 HTRF, 48 h. AID 504894, 2011. Potency, µM (top dose mostly 9.22 µM), without a hit: at the highest dose activation of IL-2 secretion, usual class: activators; further: % of control where 0% means no effect
#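 IL-2 release read by HTRF sandwich (Eu cryptate donor, d2 acceptor, 665 nm emission) after 48 hr exposure of primary human leukocytes to compound together with anti-CD3 beads in the absence of co-stimulatory signals.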
# Mito fusion act – qHTS Assay for Small Molecule Inhibitors of Mitochondrial Division or Activators of Mitochondrial Fusion. S. cerevisiae fusion-defective mutant growth rescue, CellTiterGlo 48 h. Potency, µM (series often up to 46.1 µM), for the others: top-dose growth rescue (activation), hits mostly activators. AID 485298, 2010. hit rate 0.23% among 320,000;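 further: potency means the concentration at half of the fitted maximal effect; % of control where 0% means no effect; nearly all actives have a fitted effect of over 45% in size; temperature-sensitive fusion mutants such as fzo1-1 at 37 °C on non-fermentable ethanol glycerol medium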
#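 Read-out: ATP-based luminescence (CellTiterGlo, 10 min ambient) reporting growth of fusion-defective ts yeast after 48 hours at 37C on glycerol/ethanol YPEG medium in the presence of compound.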
# TSG101-PTAP inh – qHTS Assay for Iinhibitors of HIV-1 Budding by Blocking the Interaction of PTAP/TSG101; Tumor susceptibility gene 101 protein (Homo sapiens), Q99816; Fluorescence polarization, FITC-PTAP peptide / Tsg101 binding; Potency, µM (series often up to 115 µM), for the others: at the highest dose activity change, negative = inhibition, actives largely listed as inhibitors; 340,000 tested, under 10 active; active means well fitted inhibition curve with a large enough effect in the main read-out, with a control signal flat, not every such curve was filed as active; inconclusive means small, poorly fitted or top-dose-only effect, or effect the other way, or a change in a side signal; inactive means no such curve, though single readings can be large or run the other way; further: potency means the concentration at half of the fitted maximal effect; % of control where 0% means no effect
# Target sequence (Q99816 whole entry, looked up): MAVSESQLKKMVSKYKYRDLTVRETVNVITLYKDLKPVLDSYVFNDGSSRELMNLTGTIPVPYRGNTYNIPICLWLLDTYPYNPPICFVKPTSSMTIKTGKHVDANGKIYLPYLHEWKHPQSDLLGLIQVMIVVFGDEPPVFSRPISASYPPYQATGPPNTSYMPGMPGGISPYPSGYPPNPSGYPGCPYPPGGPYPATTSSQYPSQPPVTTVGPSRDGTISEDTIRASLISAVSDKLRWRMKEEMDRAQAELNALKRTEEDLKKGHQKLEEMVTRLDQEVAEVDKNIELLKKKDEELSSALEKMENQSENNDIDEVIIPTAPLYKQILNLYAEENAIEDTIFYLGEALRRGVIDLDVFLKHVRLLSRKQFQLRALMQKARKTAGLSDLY
#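 Fluorescence polarization binding of Tsg101 binding domain (10 uM final) to FITC-labeled PTAP peptide (50 nM final) in HEPES pH 7.5 buffer with NaCl, Tween 20, EDTA, TCEP. Compounds added before peptide; binding 20 min at RT.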
# TSHR antag – Antagonists of the Thyroid Stimulating Hormone Receptor: HTS campaign; TSHR-expressing cells, TSH-stimulated cAMP HTRF, 2 h; stronger effect = lower value; activity change, negative = inhibition, % at 11.5 µM; hit rate 0.2% among 330,000; AID 504810, 2011;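 active means activity change below a set negative limit, meaning inhibition stronger than a set level, cut at about -70% in these data; inconclusive means activity change between two set negative limits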; further: on the % scale 0 is the no-effect control and ±100 the full control effect
#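 Inhibition of cAMP made by TSHR-expressing cells under TSH stimulation (4nM final, EC80; 2 h, 37 deg C) is quantified with a one-step lysis HTRF kit, anti-cAMP cryptate versus cAMP-d2.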
# * marks the source's active call; other numbers are inactive results; ? = inconclusive; · = no result given; [ ] = another dose, or the depositor's remark. Unless noted, the call rests on the fitted dose curve; in most records, active means well fitted curve in the direction sought with a large enough effect; inconclusive means small, poorly fitted or top-dose-only effect, or another doubt; inactive means no such curve, though single readings can be large; an effect the other way counts as inactive or inconclusive.
Molecule | TSG101-PTAP inh | CXXC DNA block | a7 integrin act | TSHR antag | ASM inhibitor | Mito fusion act | TCR activator | Menin MLL FP TR | MBNL1 CUG block | A-T KAP1 phos
CCOC(=O)N1CCC(N(CCN(C)C)C(=S)Nc2cc(C)cc(C)c2)CC1 | 0% | 5% | 18% | 9 | 11% | -5% | -7%[46.1 µM] | -3% | -16% | 0%
COC(=O)c1ccc(OCC(O)CN2CCC(C)CC2)cc1 (configuration not stated) | 0% | 2% | -19% | 5 | 2% | -1% | -1% | 3% | -6% | -3%
C[C@@H](CO)NC(=O)c1ccc2c3n(nc2c1)-c1ccccc1CO3 | -6% | -2% | 24% | -6 | 26% | -32% | -2% | · | ? | -13%
Cc1ccc(CN2CCC(CNC(=O)C3CCCN(c4ncnc5c4nc4n5CCCCC4)C3)CC2)cc1 (configuration not stated) | -2% | 21% | -16% | -12 | -2% | 16% | 3% | -24% | -1% | -1%
COc1ccc(CCNC(=O)CCNS(=O)(=O)c2cc(Br)cnc2N)cc1OC | -7% | -6% | ? | -9 | 0% | 14% | 5% | 4% | -12% | 0%
CCc1ccccc1NC(=O)CN1CCC(NC(=O)COC)CC1 | -3% | 6% | -14%[7.66 µM] | 7 | -1% | -3% | 1% | 3% | -5% | -3%
Cc1cccc(-c2nc(S(=O)(=O)c3ccc(F)cc3)c(NCCCN3CCOCC3)o2)c1 | -1% | 1% | 4% | 8 | 4% | -4% | -3% | · | -3% | -12%
O=C(NCCN1C(=O)S/C(=C\c2cccnc2)C1=O)c1ccc(S(=O)(=O)N2CCCC2)cc1 | -8% | -3% | 0% | 1 | -1% | 1% | 15% | · | ? | -4%
CN(CCc1ccccc1)C(=O)c1cccc(NC(=O)Cc2cccc(NC(=O)C3CCN(C(=O)C4CCCC4)CC3)c2)c1 | -5% | · | -28% | · | -2% | · | -2% | · | · | ·
O=S(=O)(c1ccc(Br)cc1)N1CCOC12CCCCC2 | -1% | 3% | 0% | 24 | -2% | -1% | 0% | 0% | 4% | 18%
CCOC(=O)C1=C(C)NC2=C(C(=O)c3ccccc32)C1c1ccc(O)cc1 (configuration not stated) | -1% | -2% | -5% | 16 | -11% | ? | -5%[46.1 µM] | 10% | ? | -4%
CCCOC(=O)c1ccc(Oc2cn[nH]c2-c2ccc(OC)cc2O)cc1 | ? | -1% | -52%[inhibitor] | -7 | ? | ? | 1% | ? | -1% | 4%
O=C(Nc1cccnc1)c1c(F)cccc1F | · | 0% | 17% | 17 | 0% | -5% | · | -5% | -8% | 0%
O=C(c1ccco1)[C@@H]1[C@@H]2C(=O)N(c3ccc(F)cc3)C(=O)[C@@H]2[C@H]2C=Cc3ccccc3N21 | -1% | 27% | -31% | 24 | 4% | 6% | 3% | -3% | 6% | 5%
Cc1nn(Cc2ccc(F)cc2)c(Cl)c1/C=N/NC(=O)c1ccccc1 | -5% | -3% | -16% | 6 | -5% | 1% | 1% | 12% | -3% | -4%
Cc1cc(C)nc(NS(=O)(=O)c2ccc(NC(=O)C3CC(=O)N(c4ccccc4)C3)cc2)n1 (configuration not stated) | -5% | -10% | 5% | 18 | 7% | -2% | 0% | 3% | -2% | 2%
Cc1ccc(OCc2cc(C(=O)NC3CCOC3)no2)cc1C (configuration not stated) | 2% | 4% | -13% | -4 | -3% | 1% | 2% | 12% | -4% | 0%
Cc1c(Cl)cccc1S(=O)(=O)Nc1ccnn1C | 0% | 0% | -31% | -4 | -3% | 3% | 9% | · | -2% | -1%
CCOC(=O)CC1COc2ccccc2N1C(=O)c1ccc(F)cc1 (configuration not stated) | -4% | -1% | -73%[inhibitor] | -10 | -1% | -1% | 0% | -26% | 3% | -2%
O=C(O)C1C2C=CC(C2)C1C(=O)NCCc1cccc(Cl)c1 (configuration not stated) | -4% | 2% | 10% | -6 | 3% | 0% | -6%[46.1 µM] | 2% | 13% | ·

# Part of the list above, with values under each structure:
# Order of values – TSG101-PTAP inh	CXXC DNA block	a7 integrin act	TSHR antag	ASM inhibitor	Mito fusion act	TCR activator	Menin MLL FP TR	MBNL1 CUG block	A-T KAP1 phos
> Cc1cccc(-c2nc(S(=O)(=O)c3ccc(F)cc3)c(NCCCN3CCOCC3)o2)c1
    -1%	1%	4%	8	4%	-4%	-3%	·	-3%	-12%
> O=C(NCCN1C(=O)S/C(=C\c2cccnc2)C1=O)c1ccc(S(=O)(=O)N2CCCC2)cc1
    -8%	-3%	0%	1	-1%	1%	15%	·	?	-4%
> CN(CCc1ccccc1)C(=O)c1cccc(NC(=O)Cc2cccc(NC(=O)C3CCN(C(=O)C4CCCC4)CC3)c2)c1
    -5%	·	-28%	·	-2%	·	-2%	·	·	·
> O=S(=O)(c1ccc(Br)cc1)N1CCOC12CCCCC2
    -1%	3%	0%	24	-2%	-1%	0%	0%	4%	18%
> CCOC(=O)C1=C(C)NC2=C(C(=O)c3ccccc32)C1c1ccc(O)cc1 (configuration not stated)
    -1%	-2%	-5%	16	-11%	?	-5%[46.1 µM]	10%	?	-4%
> CCCOC(=O)c1ccc(Oc2cn[nH]c2-c2ccc(OC)cc2O)cc1
    ?	-1%	-52%[inhibitor]	-7	?	?	1%	?	-1%	4%
> O=C(Nc1cccnc1)c1c(F)cccc1F
    ·	0%	17%	17	0%	-5%	·	-5%	-8%	0%
> O=C(c1ccco1)[C@@H]1[C@@H]2C(=O)N(c3ccc(F)cc3)C(=O)[C@@H]2[C@H]2C=Cc3ccccc3N21
    -1%	27%	-31%	24	4%	6%	3%	-3%	6%	5%
> Cc1nn(Cc2ccc(F)cc2)c(Cl)c1/C=N/NC(=O)c1ccccc1
    -5%	-3%	-16%	6	-5%	1%	1%	12%	-3%	-4%
> Cc1cc(C)nc(NS(=O)(=O)c2ccc(NC(=O)C3CC(=O)N(c4ccccc4)C3)cc2)n1 (configuration not stated)
    -5%	-10%	5%	18	7%	-2%	0%	3%	-2%	2%
> Cc1ccc(OCc2cc(C(=O)NC3CCOC3)no2)cc1C (configuration not stated)
    2%	4%	-13%	-4	-3%	1%	2%	12%	-4%	0%
> Cc1c(Cl)cccc1S(=O)(=O)Nc1ccnn1C
    0%	0%	-31%	-4	-3%	3%	9%	·	-2%	-1%
> CCOC(=O)CC1COc2ccccc2N1C(=O)c1ccc(F)cc1 (configuration not stated)
    -4%	-1%	-73%[inhibitor]	-10	-1%	-1%	0%	-26%	3%	-2%

# (listing goes on)
Molecule | TSG101-PTAP inh | CXXC DNA block | a7 integrin act | TSHR antag | ASM inhibitor | Mito fusion act | TCR activator | Menin MLL FP TR | MBNL1 CUG block | A-T KAP1 phos
O=C1CCC(C(=O)N2CCSCC2)CN1CCc1ccccc1 (configuration not stated) | -2% | 0% | 19% | 43 | -2% | 5% | -3% | · | 0% | 32%
CCCCNC(=O)C1(N2C(=O)c3ccccc3C2=O)CCCC1 | 1% | · | 16% | · | 3% | · | -1% | · | · | ·
O=S(=O)(Nc1cccc(-c2ccc(N3CCCCCC3)nn2)c1)c1ccc(F)cc1 | 0% | 5% | -16% | -83* | -6% | 17% | 3% | 39%[activator] | 24% | 0%
COc1ccc(Cc2nc(-c3cccnc3)no2)cc1OC | -11% | 8% | 30% | -2 | 6% | 0% | 0% | 11% | 10% | 2%[11.5 µM]

# A portion of the library, so the mix of outcomes need not match the whole.
